# PhoP GFP inhibition: PhoP regulon inhibitors, Salmonella typhi PhoP promoter GFP reporter, confirmatory (AID 1850). inhibition, % at 50 µM, or IC50 in µM where a hit was titrated. Salmonella Typhi PhoP-promoter GFP reporter, fluorescence, 4 h; higher % means a stronger effect. hit rate 0.33% among 310,000; in the data active = a potency from the dose series; inconclusive = inhibition mostly from about 25% at the one dose, without a potency; inactive = the rest, 99 in 100 with inhibition below about 19%;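 also: 0% = induced wells with vehicle and 100% = uninduced wells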
# inhibitors of VEEV: inhibitors of VEEV TC-83 cytopathic effect, confirmation, Vero cells (AID 588727) | one-dose inhibition, % at 20 µM; IC50 in µM for titrated hits | Vero cells, VEEV TC-83 cytopathic effect inhibition; higher % means a stronger effect | hit rate 0.13% among 350,000; in the data active = a potency from the dose series; inconclusive = inhibition mostly from about 14% at the one dose, without a potency; inactive = the rest, 99 in 100 with inhibition below about 12%; also: strong numbers were not always called active
# M. tuberculosis: growth inhibition of non-replicating M. tuberculosis (AID 488890); Mycobacterium tuberculosis non-replicating, growth inhibition; higher % means a stronger effect; inhibition, % at 25 µM, or IC50 in µM where a hit was titrated; hit rate 0.39% among 320,000; in the data active = a potency from the dose series; inconclusive = inhibition mostly from about 82% at the one dose, without a potency; inactive = the rest, 99 in 100 with inhibition below about 76%;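 also: plate controls were DMSO cells for no effect and high antibiotic wells for full effect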
# influenza NS1A: H1N1 influenza NS1A inhibitors, functional cell based assay (AID 504329); NS1A functional cell-based assay, percent inhibition; higher % means a stronger effect; inhibition, % at 12.5 µM, or IC50 in µM where a hit was titrated; hit rate 0.3% among 340,000; in the data active = a potency from the dose series; inconclusive = inhibition above about 27% without an active follow-up result; also: strong numbers were not always called active
# H37Rv inhibition: M. tuberculosis growth inhibition, HTS (AID 449762); M. tuberculosis H37Rv growth inhibition, 7H9 media; higher % means a stronger effect; inhibition, % at 25 µM, or IC50 in µM where a hit was titrated; hit rate 0.59% among 330,000; in the data active = a potency from the dose series; inconclusive = inhibition above about 70% without an active follow-up result;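 also: bacterial growth assessed after seven days of incubation; strong numbers were not always called active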
# inhibitors of VEEV 10K pilot screen: recorded beside inhibitors of VEEV, whose call it bears; inhibition, %; measured here: 10K pilot screen inhibition
# Starred values were filed as active, the others as inactive; i = inactive; ? = inconclusive; / = no result given. Compounds as they come; about 1.5% have a hit in one of these screens.
# The opening seven records as a preview:
SMILES,PhoP GFP inhibition,inhibitors of VEEV,M. tuberculosis,influenza NS1A,H37Rv inhibition,others
CC(CN1CCOCC1)OC(=O)C(c1ccccc1)c1ccccc1 (stereo not given),-3%,0.1%,-2%,-7%,5%,
COc1ccc(C2C(C(=O)NCc3cccnc3)c3ccccc3C(=O)N2C)cc1OC (stereo not given),28%,1.6%,10%,1%,9%,
O=C(CSc1nncs1)Nc1nnc(-c2ccccc2)o1,0%,1.5%,45%,5%,4%,
O=C(NNC(=S)NC(=O)c1cccc([N+](=O)[O-])c1)c1ccc(Br)cc1,-4%,?,?,-10%,?,
O=[N+]([O-])c1ccccc1/C=C/C=N/n1c(-c2cc(-c3ccccc3)n[nH]2)n[nH]c1=S,1%,0.7%,-10%,-19%,2%,
CC1(c2ccccc2)NC(=O)N(CC(=O)Nc2nc(-c3ccccn3)cs2)C1=O (stereo not given),1%,?,34%,18%,69%,
Cc1ccccc1-c1noc(CCC(=O)NCC2CCCO2)n1 (stereo not given),-4%,3.6%,-11%,-2%,-9%,

# Main list, repeating the preview:
SMILES,PhoP GFP inhibition,inhibitors of VEEV,M. tuberculosis,influenza NS1A,H37Rv inhibition,others
CC(CN1CCOCC1)OC(=O)C(c1ccccc1)c1ccccc1 (stereo not given),-3%,0.1%,-2%,-7%,5%,
COc1ccc(C2C(C(=O)NCc3cccnc3)c3ccccc3C(=O)N2C)cc1OC (stereo not given),28%,1.6%,10%,1%,9%,
O=C(CSc1nncs1)Nc1nnc(-c2ccccc2)o1,0%,1.5%,45%,5%,4%,
O=C(NNC(=S)NC(=O)c1cccc([N+](=O)[O-])c1)c1ccc(Br)cc1,-4%,?,?,-10%,?,
O=[N+]([O-])c1ccccc1/C=C/C=N/n1c(-c2cc(-c3ccccc3)n[nH]2)n[nH]c1=S,1%,0.7%,-10%,-19%,2%,
CC1(c2ccccc2)NC(=O)N(CC(=O)Nc2nc(-c3ccccn3)cs2)C1=O (stereo not given),1%,?,34%,18%,69%,
Cc1ccccc1-c1noc(CCC(=O)NCC2CCCO2)n1 (stereo not given),-4%,3.6%,-11%,-2%,-9%,
COc1ccccc1CN(C)C(=O)c1ccc(COc2ccccc2)cc1,7%,1.8%,24%,8%,3%,
COc1ccc(-n2cnc3ccccc3c2=O)c([N+](=O)[O-])c1,-3%,0.7%,-8%,-3%,-1%,
CCOC(=O)c1sc2ccc(S(=O)(=O)N3CCOCC3)cc2c1N,-16%,1.2%,17%,28%,-2%,
COc1ccccc1CCNC(=O)C(=O)NCC1OCCN1S(=O)(=O)c1ccc(Br)cc1 (stereo not given),-7%,i,32%,2%,-1%,
CC(C)Oc1cc(NC(=O)CS(=O)CC(=O)Nc2cccc(C(F)(F)F)c2)c(Cl)cc1Cl (stereo not given),-5%,4.8%,24%,-1%,15%,
COc1cc2cc(C)c(SCC(=O)N3CCOCC3)nc2cc1OC,-11%,0.2%,-2%,1%,-5%,
Cc1ccc2c(c1)N(S(=O)(=O)c1ccc(CN3C(=O)c4cccnc4C3=O)s1)CCO2,1%,1.8%,18%,13%,-4%,
O=C(NCc1ccccc1)c1cccc(NS(=O)(=O)c2cccc3cccnc23)c1,9%,2.9%,-1%,-1%,-14%,
O=C(c1ccco1)N1CCN(C(c2ccccc2)c2nnnn2Cc2cccs2)CC1 (stereo not given),18%,0.7%,20%,7%,-3%,
O=C(CCl)N(Cc1ccccc1)c1ccccc1,-4%,?,?,-14%,0%,
CC(C)CC(NC(=O)C(CO)NC(=O)C1CCC(=O)N1)C(N)=O (stereo not given),7%,i,-16%,6%,-6%,
COC(=O)CC1C(=O)NCCN1C(=S)Nc1ccccc1Cl (stereo not given),4%,i,14%,4%,6%,
O=C(Nc1cccnc1)/C(N=Nc1ccc(Cl)c(C(F)(F)F)c1)=C(\O)c1ccccc1,-8%,1.2%,-14%,0%,-1%,
CC(NCc1ccco1)C(=O)N1CCc2ccccc2C1 (stereo not given),-5%,0.3%,-2%,-14%,-8%,
O=C(CCc1nnc(C2CCCCC2)o1)N1CCN(Cc2ccccc2)CC1,4%,0.1%,-2%,0%,-4%,
CC(=O)NCCOC(=O)Nc1cccnc1,11%,0.9%,3%,0%,-5%,
COc1c(F)c(F)c(C(=O)Nc2ccc3oc(-c4ccncc4)nc3c2)c(F)c1F,-1%,1.0%,-11%,-2%,-3%,
CCOC(=O)c1sc2nccc(N(C)C)c2c1N=CNOCc1c(F)cccc1Cl,-8%,8.0%,7%,-22%,-2%,
CCC(C)/C=C/C1=CC2=C(Cl)C(=O)C3(C)OC(=O)C(C(=O)C(C)C(C)O)C3C2=CO1 (stereo not given),-8%,1.1%,26%,1%,-10%,
CCn1c(SCC(=O)NCc2ccco2)nc2c(c1=O)SC(C)C2 (stereo not given),-1%,1.3%,-1%,4%,-3%,
O=C(CSC1=NS(=O)(=O)c2ccccc2N1)NCc1ccc(F)cc1,-5%,1.7%,-8%,-13%,-1%,
NS(=O)(=O)OCc1ccc(C(F)(F)F)cc1,-3%,1.1%,8%,4%,3%,
COc1ccc(NC(=O)c2cc(OC)c(OC)cc2OC)c(S(=O)(=O)N2CCOCC2)c1,-16%,0.3%,4%,-14%,2%,
O=C(NNC(=O)c1ccccc1F)c1cccc(S(=O)(=O)N2CCc3ccccc32)c1,/,0.8%,7%,-11%,-1%,
COc1c2c(cc3oc(=O)ccc13)OC(C)(C)C=C2,2%,4.6%,10%,10%,-3%,
CCC1CCCCN1CCCNC(=O)C1CCN(Cc2nc(-c3ccc(Cl)cc3)oc2C)CC1 (stereo not given),-9%,?,25%,-4%,3%,
O=C1CC(Sc2nnc(-c3ccccc3O)o2)C(=O)N1c1ccccc1 (stereo not given),-2%,1.1%,15%,-4%,1%,
Cc1cc(N)n(-c2ccc(S(=O)(=O)N3CCOCC3)cc2[N+](=O)[O-])n1,6%,2.2%,-11%,4%,2%,
CC(C)COP(=O)(OCC(C)C)C(O)c1ccc2c(c1)OCO2 (stereo not given),0%,4.2%,6%,-2%,4%,
COc1ccccc1OCCOCCOc1ccccc1Cl,8%,2.8%,59%,-14%,10%,
O=C(Nc1ccc(Cl)cn1)c1cccc(S(=O)(=O)N2CCOCC2)c1,-4%,2.6%,5%,0%,-8%,
CCN(C(=O)CSc1nnc(-c2ccc(OC(F)F)cc2)n1N)C1CCS(=O)(=O)C1 (stereo not given),5%,i,-2%,6%,-9%,
CC(Oc1ccc(Cl)cc1Cl)C(=O)NC1=NN(c2ccccc2)C(=O)C1 (stereo not given),3%,3.7%,4%,-1%,-8%,

# Grouped by structure, the compounds so far with a CF3 group
SMILES,PhoP GFP inhibition,inhibitors of VEEV,M. tuberculosis,influenza NS1A,H37Rv inhibition,others
CC(C)Oc1cc(NC(=O)CS(=O)CC(=O)Nc2cccc(C(F)(F)F)c2)c(Cl)cc1Cl (stereo not given),-5%,4.8%,24%,-1%,15%,
O=C(Nc1cccnc1)/C(N=Nc1ccc(Cl)c(C(F)(F)F)c1)=C(\O)c1ccccc1,-8%,1.2%,-14%,0%,-1%,
NS(=O)(=O)OCc1ccc(C(F)(F)F)cc1,-3%,1.1%,8%,4%,3%,

# Other compounds follow.
SMILES,PhoP GFP inhibition,inhibitors of VEEV,M. tuberculosis,influenza NS1A,H37Rv inhibition,others
O=C(Nc1cc(-c2nc3ncccc3o2)ccc1Cl)c1ccc2c(c1)OCO2,/,4.5%,-21%,-16%,-8%,
O=C(CSCc1ccc([N+](=O)[O-])cc1)NN=C1CCCCCC1,-14%,i,1%,-1%,1%,
Cc1noc(C)c1S(=O)(=O)N(C)C[C@H]1Oc2ccc(NS(=O)(=O)c3ccccc3)cc2C(=O)N([C@H](C)CO)C[C@@H]1C,/,1.0%,24%,10%,-4%,
Cc1ccc2c(COC(=O)CNC(=O)c3ccccc3)cc(=O)oc2c1,-6%,i,0%,-4%,7%,
CCSC1=N/C(=C\c2cccc(F)c2)C(=O)S1,-2%,i,?,11%,4%,
O=C(O)c1ccc(CNS(=O)(=O)c2ccc(Oc3ccccc3Cl)cc2)cc1,-5%,2.1%,17%,0%,7%,
Cc1[nH]c2ccc(F)cc2c1CCNC(=O)C1CCCCC1C(=O)OCC(F)(F)F (stereo not given),-7%,3.5%,24%,-1%,-3%,
CCCCn1c(N)c(N(CC(C)C)C(=O)CSc2nnc(-c3ccc(Cl)cc3)o2)c(=O)[nH]c1=O,4%,3.1%,-3%,-15%,5%,
Nc1ccc(C(=O)OCC(=O)NC(=O)c2ccccc2)cc1[N+](=O)[O-],5%,2.6%,8%,-6%,-1%,
Cc1ccc(C(=O)Nc2nnc(C)s2)o1,-9%,1.0%,-1%,3%,6%,
Cc1ccc(-c2nnn(CCC(=O)N3CCCCC3C)n2)cc1 (stereo not given),9%,i,-3%,7%,3%,
CCCC(=O)C1=C(O)C(C(=O)OC)C(C)(C)CC1=NC(C)C (stereo not given),5%,1.1%,-5%,3%,-5%,
C=CCN(CC=C)C(=O)c1ccc(OC2CCN(Cc3ccccn3)CC2)cc1,1%,1.8%,11%,-4%,-1%,
Nc1nccnc1C(=O)OCC(=O)Nc1cccc(S(=O)(=O)N2CCCCC2)c1,-4%,i,12%,-6%,-5%,
Nc1ccc2c(c1)COc1ccccc1O2,-2%,i,6%,-1%,?,inhibitors of VEEV 10K pilot screen=0.4
CC1CCN(CCOc2ccc(Cl)c(Cl)c2)CC1,5%,0.6%,20%,-8%,6%,
CCN(CC)S(=O)(=O)c1ccc(-c2nnc(SCC(=O)N3CCOCC3)o2)cc1,-7%,1.9%,13%,-7%,0%,
CCc1nc(SCc2cc(Cl)ccc2OC)n[nH]1,0%,i,-13%,-9%,-8%,
COc1ccc(S(=O)(=O)N(CC(=O)O)Cc2ccccc2)cc1OC,-7%,0.4%,1%,1%,-9%,
CCN(CC)CC(=O)Nc1nn(-c2ccccc2)nc1C(N)=O,-1%,4.2%,10%,4%,-3%,
CCCN(CC(=O)Nc1ccc(C(N)=O)cc1)CC(=O)Nc1cc(Cl)ccc1Cl,0%,0.3%,-4%,-7%,-3%,
O=C(c1ccc2ccccc2c1)N1CCCC1,8%,i,72%,-20%,5%,
O=C(c1ccco1)N1CCN(C(c2ccccc2Cl)c2nnnn2Cc2cccs2)CC1 (stereo not given),-9%,7.4%,25%,11%,-8%,
CCCC1(c2ccccc2)NC(=O)N(CC(=O)Nc2ccccc2C(F)(F)F)C1=O (stereo not given),87%,2.0%,-7%,-6%,11%,
CCCCNC(=O)c1onc(CCl)c1C(=O)OC,-4%,3.5%,76%,-17%,?,
COc1ccc(Cl)cc1NC(=O)CN(C)C(=O)CCC(=O)c1cc(C)sc1C,-2%,10%,12%,8%,0%,
CN(Cc1ccccc1)c1ccc(C(CC(N)=O)NC(=O)Cc2cccc3ccccc23)cc1[N+](=O)[O-] (stereo not given),-2%,0.3%,10%,-9%,2%,
